Autophagy HCS: autophagy modulators in MEF cells, primary screen, imaging, high-content, MEF GFP-LC3; MEF GFP-LC3 puncta imaging; test concentration mostly 10 µM; calls only at 10 µM (by protocol); 190,000 compounds, 0.98% hits;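 active means percentage of spot-positive cells more than 3 SD above its plate mean, without a fluorescence outlier flag or 80% toxicity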;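 further: spot-positive cell cutoff set from DMSO-treated cells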
Dynein transport: inhibitors of GR-EGFP nuclear translocation, primary screen, dynein cargo transport inhibitor project, imaging, high-content, 3617.4 mouse cells | test concentration mostly 20 µM; stimulated with dexamethasone, 1 µM; active compounds read low | z-score, hits read low | 220,000 compounds, 0.47% hits | AID 1381, 2008;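 active means plate z-score of nuclear minus cytoplasmic receptor signal below a set negative limit, without overly bright fluorescence or cell loss, cut at about -3.5 in these data, passing the limit was not always enough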;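 further: z-score of nuclear minus cytoplasmic ring GR-EGFP intensity difference per well; some compounds called inactive have numbers as strong as hits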
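Buffer or medium: tet-free medium with charcoal-stripped serum / Also added: dexamethasone agonist, 1.0 µM final, for 30 min / Timing: induction 48 h, compound 1 h, agonist 30 min / Measured by: high-content fluorescence imaging after fixation / Read-out: nuclear-to-cytoplasmic GR-EGFP distribution per well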
T cell modulator: modulators of CD8 T cell-vesicle binding, primary screen, mouse 2C CD8+ T cells, flow cytometry; AID 2052, 2009; 2C CD8+ T cell-vesicle binding; active compounds read low; 330,000 compounds, 0.068% hits; calls only at 7 µM;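 active means response, share of CD8 T cells binding vesicles, and their 90th percentile fluorescence all below set limits, cut at about 80% in these data, passing the limit was not always enough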
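Material: 2C TCR transgenic mouse naive CD8+ T cells, MACS-purified. Also added: QL9-charged Drosophila Ld/ICAM-1/B7-1 vesicles. Timing: binding 1.5 h at 37 °C. Measured by: high-throughput flow cytometry with anti-B7-1 and anti-CD8 staining. Read-out: percent CD8+ FL2 mean versus row control. Controls: Unloaded micro-vesicles (low), QL9 vesicles with 0.7% DMSO (high).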
Yfh1-depleted yeast: enhancers of respiration in Yfh1-depleted yeast, dose response, Friedreich's ataxia, plus single-dose screen (AID 1465) | fold induction at 50 µM, or EC50 in µM where a hit was titrated | 220,000 compounds, 0.074% hits | S. cerevisiae Yfh1-off respiration, WST-1 reduction, 72 h; higher fold induction means a stronger effect;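 active means fold induction of absorbance versus untreated yeast above a set limit, then at least 30% activation at any dose in follow-up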;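 further: activators that raise dye reduction in frataxin-depleted yeast; strong numbers were not always called active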
M1AAP inhibition: P. falciparum M1AAP inhibitors, biochemical, fluorogenic H-Leu-NHMec substrate, 1536-well (AID 1445). recombinant M1AAP, H-Leu-NHMec fluorogenic kinetic assay; higher % means a stronger effect. inhibition, % at 30 µM; hits with a dose series show IC50 in µM. 220,000 compounds, 0.42% hits;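 active means primary inhibition above the hit cutoff, then over 50% inhibition at one or more dose response concentrations, cut at about 23% in these data, passing the limit was not always enough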;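 further: plate controls were DMSO full reaction for no effect and no enzyme background for full effect; strong numbers were not always called active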
MT stabilize HCS: microtubule stabilizers in HeLa cells, primary screen, imaging, high-content imaging. % tubulin-high responders, % at 10 µM. AID 2205, 2009. HeLa tubulin immunostaining HCS, 24 h; share of cells brighter than vehicle mean+2SD. 200,000 compounds, 0.83% hits;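 active means plate Z-score above 3 for both tubulin-high and condensed-nucleus cell shares, with cell loss under 80%, at 10 µM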;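 further: anti alpha tubulin signal scored within the nucleus-defined area of each cell; some results filed as inactive read as strong as hits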
WT yeast gro inh: growth inhibition of WT strain, primary screen, mitochondrial fusion inhibitor project, WT and mutant strains, chemical genetic; AID 1362, 2008; mitochondrial fusion phenotypic screen; 190,000 compounds, 2.1% hits; inhibition, % at 10 µM; in the data active means inhibition above about 58%; tested in S. cerevisiae
M17LAP inhibition: P. falciparum M17LAP inhibitors, primary screen, biochemical, fluorogenic H-Leu-NHMec substrate, 1536-well (AID 1619). recombinant M17LAP, H-Leu-NHMec fluorogenic kinetic assay; higher % means a stronger effect. Leucine aminopeptidase (Plasmodium falciparum (isolate 3D7)). 220,000 compounds, 0.38% hits. inhibition, % at 30 µM; hits with a dose series show IC50 in µM;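 active means compound inhibiting the enzyme by more than half at any dose during confirmatory dose-response retesting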;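 further: plate controls were full reaction with DMSO carrier for no effect and no enzyme background for full effect; strong numbers were not always called active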
bCat nuc transl: modulators of beta-catenin nuclear translocation, primary screen, imaging, HeLa cells, immunofluorescence, high-content | AID 1665, 2009 | 190,000 compounds, 0.3% hits | nuclear translocation activity, % at 5 µM;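 active means nuclear translocation activity above 50% at 5 µM, with a well cell count of 50 or more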;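 further: per-cell ratio of nuclear to cytoplasmic median beta-catenin stain intensity; plate controls were DMSO negative control for no effect and GSK-3 inhibitor IX positive control for full effect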
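Test system: human HeLa cells, endogenous beta-catenin. Times: 24 h compound exposure, 37°C. Measured by: beta-catenin immunofluorescence imaging with DAPI.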
WT yeast gro inh mutant strain: recorded beside WT yeast gro inh, whose call it bears; inhibition, %; mitochondrial fusion phenotypic screen, mutant strain inhibition
Dynein transport cytoplasmic EGFP: second read-out of Dynein transport, no call of its own (marks repeat the call); z-score; measured here: cytoplasmic GR-EGFP intensity; active compounds read high
Dynein transport nuclear GR-EGFP: further read-out of Dynein transport, marked with its call; z-score; measured here: nuclear GR-EGFP intensity;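 lower value marks the stronger effect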
Dynein transport cell count: recorded beside Dynein transport, whose call it bears; z-score; measured here: cell count per field
bCat nuc transl cell count 5 µM: also measured in bCat nuc transl; calls as there; cell count; measured here: cell count, cytotoxicity flag
T cell modulator vesicle-bound %: recorded beside T cell modulator, whose call it bears; double positive events, %; measured here: CD8+ vesicle-bound cell fraction;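 binding gate set so that unloaded-vesicle control wells show 10% double positive cells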
MT stabilize HCS Hoechst-high %: recorded beside MT stabilize HCS, whose call it bears; % Hoechst-high responders; measured here: nuclear condensation Hoechst responders;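 share of cells brighter than vehicle mean plus two SD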
MT stabilize HCS cytotoxicity %: further read-out of MT stabilize HCS, marked with its call; toxicity, %; measured here: cytotoxicity by cell density;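 0% = mean cell density of plate MIN control wells and 100% = no cells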
Autophagy HCS cell loss 18 h: second read-out of Autophagy HCS, no call of its own (marks repeat the call); toxicity, %; measured here: cell loss, nuclei count;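 cell loss after 18 h compound exposure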
Numbers without * were called inactive; i = inactive; nt = no result given.

Structure	bCat nuc transl cell count 5 µM	MT stabilize HCS	Dynein transport cytoplasmic EGFP	MT stabilize HCS cytotoxicity %	Dynein transport	bCat nuc transl	T cell modulator	M17LAP inhibition	Dynein transport nuclear GR-EGFP	Yfh1-depleted yeast	WT yeast gro inh mutant strain	T cell modulator vesicle-bound %	M1AAP inhibition	Autophagy HCS	WT yeast gro inh	Autophagy HCS cell loss 18 h	MT stabilize HCS Hoechst-high %	Dynein transport cell count
CCc1nnc(NC(=O)c2sc3nc4c(cc3c2N)CCCCC4)s1	1058	3.5	-0.24	2.0	1	-0.5	i	-19%	1	i	5	48	5%	i	12	6	2.1	-1.6
C=CCNC(=S)Nc1ccc(Br)cc1F	1054	1.6	-0.21	2.3	-0.083	0.7	i	7%	0.00098	i	14	54	1%	i	9	8	1.5	0.035
O=C(O)CCCNc1ccc([N+](=O)[O-])c(NCCCC(=O)O)n1	1454	2.0	-0.28	0.9	-0.9	0.7	i	17%	-0.39	i	1	39	8%	i	6	-21	1.6	0.58
O=C(NCCOc1ccccc1)c1ncn[nH]1	nt	3.2	-0.093	20	-1.1	nt	i	-8%	-0.3	i	11	32	29%	i	3	-2	0.1	1.1
Cc1ccc(-c2nsc3c(N4CCC(C(N)=O)CC4)ncnc23)cc1	1055	5.9	-0.24	8.9	-0.5	-1.1	i	1%	0.11	nt	0	34	3%	i	7	-4	2.4	0.84
Cc1c(N=Cc2c(O)n(C)c(=O)c3ccccc23)c(=O)n(-c2ccccc2)n1C	1407	0.6	-0.22	8.6	0.12	-0.3	i	-12%	-0.21	i	17	11	2%	i	22	6	2.2	0.48
Cc1ccc(CNC(=O)C(Cc2ccccc2)n2cccc2)cc1 (stereo unspecified)	1270	nt	-0.24	nt	-1.2	0.0	i	12%	-0.17	i	nt	15	6%	nt	nt	nt	nt	1.8
Cc1ccccc1N(C(=O)Cc1cccs1)C(C(=O)NC1CCCCC1)c1cn(C)nc1C (stereo unspecified)	839	3.5	-0.26	3.0	0.23	-1.7	i	-13%	0.15	i	0	33	5%	i	5	8	1.8	0.74
CC(=O)Nc1ccc(NC(=O)CCn2c(=S)oc3ccccc32)cc1	941	3.3	-0.098	2.9	1.7	1.2	i	15%	1	i	-8	44	2%	i	-7	12	1.5	-0.86
Cn1c(=O)c2c(nc(SCC(=O)N3CCCCCC3)n2C)n(C)c1=O	527	1.8	-0.21	2.2	0.019	-0.2	i	24%	0.2	i	3	33	-3%	i	3	5	1.4	-0.19
O=C(Nc1ccccc1-c1ccccc1)C1CCC1	927	1.1	-0.29	6.7	-1	-0.1	i	12%	-0.41	i	8	62	1%	i	12	-4	1.1	0.089
CCc1ccc(C(=O)COC(=O)c2cnccn2)cc1	1168	1.5	0.086	5.0	-1.4	-2.0	i	10%	-0.48	i	15	35	2%	i	1	0	1.0	0.68
Clc1ccc2nc3c4ccccc4cnn3c2c1	1375	17*	-0.14	25*	-0.83	-0.3	i	2%	-0.54	i	51	53	8%	i	39	3	26*	0.88
Cc1sc(CO)c(Sc2ccccc2)c1C(=O)O	nt	4.6	-0.15	8.3	-0.45	nt	i	14%	0.047	nt	9	3	0%	i	12	5	3.4	0.11
O=C(O)CCCC(=O)Nc1cccc([N+](=O)[O-])c1	1050	3.6	-0.3	12	0.82	-3.7	i	0%	0.68	i	9	26	8%	i	-4	28	3.6	0.08
CSc1nc(C)cc(OCC(=O)n2nc(C)cc2C)n1	nt	1.7	-0.11	7.6	-0.92	nt	i	4%	-0.66	i	24	9	2%	i	18	-5	1.3	0.6
N#Cc1ccc(C(=O)Nc2nnc(-c3cccs3)o2)cc1	1016	4.0	-0.3	8.7	-0.53	-0.6	i	-1%	-0.0043	nt	-6	41	6%	i	11	0	1.4	0.2
CC(=O)Nc1ccc(S(=O)(=O)Nc2nc(C)nc3sc4c(c23)CCC4)cc1	1299	nt	-0.78	nt	-0.15	-0.5	i	nt	-0.29	i	nt	33	nt	nt	nt	nt	nt	0.27
O=C(c1cccc(OCc2ccccc2)c1)N1CCOCC1	961	3.4	-0.33	4.7	0.25	-2.4	i	-9%	0.35	i	-22	8	-1%	i	-15	-7	1.8	0.7
CCCOc1ccc(-c2cnc(N)s2)cc1	1106	1.9	0.32	2.1	-0.38	1.2	i	-1%	-0.26	i	44	31	9%	i	22	22	1.4	-0.55
NS(=O)(=O)c1cccc(NC(=O)COC(=O)Cc2ccc(S(=O)(=O)N3CCCCC3)s2)c1	1080	2.1	-0.3	9.8	0.81	-2.5	i	1%	0.65	i	3	17	7%	i	1	6	2.7	-0.67
COc1ccccc1N1CCN(C(=O)CCn2c(=O)[nH]c3ccsc3c2=O)CC1	990	3.4	-0.45	1.1	-0.34	-2.4	i	8%	-0.13	i	-27	14	2%	i	7	11	1.7	0.36
Cc1sc2nc(CSc3ccccc3)nc(N3CCOCC3)c2c1C	nt	0.8	-0.22	5.2	0.87	nt	i	-5%	1.1	i	9	32	4%	i	53	-1	1.5	-1.3
O=C(NCC1CCCO1)c1cc(-c2ccccc2)on1 (stereo unspecified)	1004	10.0	-0.2	8.5	0.89	-1.5	i	12%	0.57	i	-6	27	7%	i	0	-4	4.2	0.39
O=C(O)C1CCN(Cc2cnn(-c3ccccc3)c2-n2cccc2)CC1	nt	2.8	-0.26	7.0	-0.61	nt	i	1%	-0.17	i	0	8	-3%	i	2	18	2.2	-0.14
O=C(O)CC(NCc1ccco1)C(=O)OCCCl (stereo unspecified)	1107	3.9	-0.33	8.6	0.65	-1.3	i	-3%	-0.22	i	-20	56	7%	i	-14	-20	1.3	0.56
O=c1cc(N2CCN(Cc3ccccc3)CC2)[nH]c(=O)n1Cc1ccc(F)cc1	969	1.8	-0.14	7.8	2.3	-5.7	i	3%	0.99	i	-8	34	-10%	i	5	5	1.8	-1.4
N#C/C(=C\c1ccc(F)c(Cl)c1)S(=O)(=O)c1ccccn1	1384	nt	-0.23	nt	-0.43	-1.1	i	20%	-0.32	i	nt	3	17%	nt	nt	nt	nt	-0.36
COC(=O)C(Cc1ccc(OC(=O)c2ccc(C)cc2)cc1)N1Cc2ccccc2C1=O (stereo unspecified)	1067	4.0	-0.2	3.9	-0.28	-0.2	i	4%	-0.32	i	10	22	-1%	i	25	7	2.8	0.33
CC(C)(C)c1ccc(COC(=O)Nc2ccc(F)cc2)cc1	538	1.7	-0.25	8.1	1.3	3.5	i	-3%	0.69	i	9	48	4%	i	-13	-3	2.5	-0.46
CCN(CC)CP(=O)(c1ccccc1)c1ccccc1	nt	3.9	-0.25	9.1	-0.24	nt	i	-1%	-0.085	i	1	39	5%	i	-7	-9	1.9	-0.16
COc1ccc(OCCSCc2nnc(NC(=O)Nc3ccc(Cl)cc3)s2)cc1	1002	3.6	-0.26	0.9	1.4	0.5	i	0%	0.75	i	13	50	5%	i	1	-7	1.6	-0.073
CN(C(=O)Cn1nnc(-c2cccc(C(F)(F)F)c2)n1)C1CCCCC1	1333	3.0	-0.13	5.4	0.5	-0.6	i	-1%	-0.029	i	12	40	3%	i	5	-1	1.1	-2.3
Cc1ccc2nc(COc3ccc(Cl)cc3)cc(=O)n2c1	1115	1.0	-0.27	0.4	1.2	-2.6	i	-6%	0.51	i	-7	46	4%	i	6	-5	1.3	-0.37
ONC(=Nc1ccccc1)c1ccccc1Cl	nt	3.2	-0.21	8.7	-0.25	nt	i	12%	0.17	i	nt	43	5%	i	nt	-2	1.7	-0.19

Single records, from the list above. Order of values: bCat nuc transl cell count 5 µM	MT stabilize HCS	Dynein transport cytoplasmic EGFP	MT stabilize HCS cytotoxicity %	Dynein transport	bCat nuc transl	T cell modulator	M17LAP inhibition	Dynein transport nuclear GR-EGFP	Yfh1-depleted yeast	WT yeast gro inh mutant strain	T cell modulator vesicle-bound %	M1AAP inhibition	Autophagy HCS	WT yeast gro inh	Autophagy HCS cell loss 18 h	MT stabilize HCS Hoechst-high %	Dynein transport cell count
O=c1cc(N2CCN(Cc3ccccc3)CC2)[nH]c(=O)n1Cc1ccc(F)cc1 as listed: 969	1.8	-0.14	7.8	2.3	-5.7	i	3%	0.99	i	-8	34	-10%	i	5	5	1.8	-1.4
Cc1sc(CO)c(Sc2ccccc2)c1C(=O)O as listed: nt	4.6	-0.15	8.3	-0.45	nt	i	14%	0.047	nt	9	3	0%	i	12	5	3.4	0.11
CCc1ccc(C(=O)COC(=O)c2cnccn2)cc1 as listed: 1168	1.5	0.086	5.0	-1.4	-2.0	i	10%	-0.48	i	15	35	2%	i	1	0	1.0	0.68

From PubChem
